Assay outcomes (PubChem)
DT40 TDP1 no CPT: qHTS for Inhibitors of human tyrosyl-DNA phosphodiesterase 1 (TDP1): qHTS in cells in absence of CPT. DT40 Tdp1-/- hTDP1 cells, no CPT, ATP luminescence, 48 h. Potency, µM (series often up to 46.2 µM), inactives show top-dose activity change, negative = growth inhibition, usual class: inhibitors. 15% of 420,000 active. AID 686978, 2013; also: nearly all actives have a fitted effect of over 55% in size
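Growth of hTDP1-complemented DT40 Tdp1-knockout cells is measured by ATP luminescence after at least 48 hr compound exposure at 37 °C, with DMSO substituting for the 20 nM CPT used in the parallel screen.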
GCN5L2 inh: qHTS Assay for Inhibitors of GCN5L2; GCN5L2 HAT assay, ThioGlo1 CoA-SH fluorescence; Potency, µM (series often up to 58.9 µM), for the others: at the highest dose activity change, negative = inhibition, actives largely listed as inhibitors; 0.21% of 390,000 active
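Compounds, pin-transferred from DMSO stocks, meet 20nM GCN5L2 for 15 min before the reaction begins with H3(1-25) peptide (75uM) and acetyl-CoA (70uM). Thiol-reactive ThioGlo1 reports CoA release over 20 min at room temperature.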
TDP1 block: qHTS Assay for Inhibitors of Tyrosyl-DNA Phosphodiesterase (TDP1) | Tyrosyl-DNA phosphodiesterase 1 (Homo sapiens), Q9NUW8 | recombinant TDP1, AlphaScreen DNA substrate cleavage | Potency, µM (series often up to 130 µM), for inactives: top-dose activity change, negative = inhibition, most hits filed as inhibitors | 0.28% of 350,000 active; also: nearly all actives have a fitted effect of over 40% in size
Target sequence (Q9NUW8 whole entry, looked up): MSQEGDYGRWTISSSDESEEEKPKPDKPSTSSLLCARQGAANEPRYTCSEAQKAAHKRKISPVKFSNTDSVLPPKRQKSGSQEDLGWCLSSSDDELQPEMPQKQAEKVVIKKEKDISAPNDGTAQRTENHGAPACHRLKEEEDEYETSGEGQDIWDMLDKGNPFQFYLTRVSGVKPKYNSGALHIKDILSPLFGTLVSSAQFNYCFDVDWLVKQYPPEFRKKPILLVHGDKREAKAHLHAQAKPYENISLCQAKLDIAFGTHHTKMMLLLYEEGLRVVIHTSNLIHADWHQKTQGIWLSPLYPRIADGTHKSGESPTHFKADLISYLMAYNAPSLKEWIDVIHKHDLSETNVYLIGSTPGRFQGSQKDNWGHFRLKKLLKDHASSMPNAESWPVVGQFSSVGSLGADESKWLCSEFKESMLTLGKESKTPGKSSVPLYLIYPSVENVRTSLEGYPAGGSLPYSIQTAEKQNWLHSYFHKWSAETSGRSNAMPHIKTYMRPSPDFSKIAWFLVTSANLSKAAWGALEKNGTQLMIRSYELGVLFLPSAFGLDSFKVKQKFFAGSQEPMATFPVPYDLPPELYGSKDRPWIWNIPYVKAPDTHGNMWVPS
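Steps: enzyme plus compound, 15 min RT; add biotin/phosphotyrosine-FITC oligonucleotide (15 nM final), react 5 min; add donor/acceptor beads (10 ug/ml final), 10 min; read AlphaScreen. Tdp1 at 1 nM final.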
Active calls of the source: *; ? = inconclusive; · = not tested or not shown. Calls follow the shape of the dose curve; as a rule, active = well fitted curve in the direction sought with a large enough effect; inconclusive = small, poorly fitted or top-dose-only effect, or another doubt; inactive = no such curve, though single readings can be large; an effect the other way counts as inactive or inconclusive. % is scaled to controls: 0 for no effect and ±100 for the full control effect; potency is read from the fitted curve at half-maximal effect.

Compound	DT40 TDP1 no CPT	GCN5L2 inh	TDP1 block
CCCCCCCCCCCCCCCCC(C(=O)O)C(O)(CC(=O)O)C(=O)O (stereo unspecified)	-9%	1.1µM*	·
Cc1ccc(S(=O)(=O)c2nc(-c3ccc(F)cc3)oc2N2CCOCC2)cc1	0%	-9%	7%
O=C(NC1CCCCC1)c1nc2c(nnn2Cc2ccccc2Cl)c(=O)[nH]1	?	4%	-5%
O=c1cccccc1NN=C1CCCCC1	-16%	-16%	-6%
CC(=O)Nc1cccc(-c2cn3cccnc3n2)c1	2%	-25%	4%
Cc1cccn2cc(CCNS(=O)(=O)c3ccc4c(c3)OCCO4)nc12	-14%	-3%	1%
Cc1ccc(C(CC(=O)c2ccc(Cl)cc2)C(=O)O)cc1 (stereo unspecified)	-6%	-7%	-2%
O=C(CNC(=O)C1CCCCC1)NC1CCCCC1	-1%	-9%	5%
Cc1ccc(C2=CSC3=NS(=O)(=O)CCN23)cc1C	-17%	30%	4%
CCOCCCNC(=O)c1ccc(Cn2c(=O)c3cccn3c3cccnc32)cc1	?	-2%	8%
CC(=O)c1c(C(C)=O)c(C)n(C2CCCCC2)c1C	-10%	-2%	3%
COc1cc(NC(=O)COC(=O)/C=C/c2ccc(OC)c(OC)c2)cc(OC)c1	?	2%	3%
COCCn1c(=O)cnc2cnc(Nc3ccccc3)nc21	15µM*	-4%	·
O=c1c2oc3ccccc3c2n(Cc2ccccc2F)c(=O)n1Cc1ccccc1	-24%	-2%	-5%
CSc1ccccc1C(=O)NC1CCSc2ccccc21 (stereo unspecified)	?	-4%	2%
COc1cccc(-c2csc3ncnc(Sc4nnnn4C)c23)c1	·	-6%	3%
Cc1ccc(CCNC(=O)c2ccc3[nH]c(C)c(C)c3c2)cc1	-22%	-18%	11%
Cc1ccc2c(=O)cc(C(=O)Nc3ccc(S(=O)(=O)N4CCCCCC4)cc3)oc2c1	-7%	-1%	5%
O=C(N/N=C/c1ccco1)c1cc(-c2ccc3ccccc3c2)n[nH]1	23µM*	-10%	5%
CCOC(=O)C1CCCN(c2nnnn2-c2ccccc2)C1 (stereo unspecified)	-24%	-2%	5%
O=C(NC1CCCCCC1)C1c2ccccc2C(=O)N1Cc1ccc(F)cc1 (stereo unspecified)	-24%	-6%	0%
C/C(=N\N)c1c(-c2ccccc2)c2cc(C)ccc2[nH]c1=O	10%	0%	5%
COc1ccc(C2=NN(CC(=O)NCc3ccccc3Cl)C(=O)CC2)cc1	-19%	6%	3%
CC(=O)Nc1ccc(/C=N/N2CCCCC2)cc1	-12%	-8%	5%
C=CCSc1nnc(NC(=O)c2ccc(Cl)nc2)s1	-9%	6%	-2%
Cc1ccc(C(=O)NC2CCCCCCC2)c(Cl)c1	-24%	-2%	·
COc1ccc2oc(=O)c(-c3nc4ccccc4o3)cc2c1	?	-11%	6%
CCC1CCCCN1CCCNC(=O)c1ccc(CS(=O)(=O)c2ccccc2OC)o1 (stereo unspecified)	28%	-2%	3%
CCC(c1c(C)[nH]oc1=O)c1c(C)[nH]oc1=O	-1%	-5%	-8%
O=S(=O)(c1ccc(C2CCCCC2)cc1)N1CCOCC1	?	-12%	-3%

Some of these compounds in order of molar mass, high to low:
Compound	DT40 TDP1 no CPT	GCN5L2 inh	TDP1 block
CCC1CCCCN1CCCNC(=O)c1ccc(CS(=O)(=O)c2ccccc2OC)o1 (stereo unspecified)	28%	-2%	3%
COc1ccc(C2=NN(CC(=O)NCc3ccccc3Cl)C(=O)CC2)cc1	-19%	6%	3%
O=C(NC1CCCCCC1)C1c2ccccc2C(=O)N1Cc1ccc(F)cc1 (stereo unspecified)	-24%	-6%	0%
C=CCSc1nnc(NC(=O)c2ccc(Cl)nc2)s1	-9%	6%	-2%
O=S(=O)(c1ccc(C2CCCCC2)cc1)N1CCOCC1	?	-12%	-3%
C/C(=N\N)c1c(-c2ccccc2)c2cc(C)ccc2[nH]c1=O	10%	0%	5%

New compounds follow
Compound	DT40 TDP1 no CPT	GCN5L2 inh	TDP1 block
COc1cccc(C2CC(c3ccccc3Cl)n3nc(N)nc3N2)c1 (stereo unspecified)	-20%	2%	2%
CC(=O)N/N=C(\C)CCc1ccccc1	5%	2%	3%
Cc1cccc(C)c1N1C(=O)CCC(C)(C)C1=O	18%	3%	·
COc1ccc(C(=O)NNC(=O)CN2CCC(n3nnc4cc(C)ccc43)CC2)cc1	-11%	-8%	5%
O=C(NCC1CCCO1)c1ccc2c(=O)n(Cc3ccc(Cl)cc3)c(=S)[nH]c2c1 (stereo unspecified)	?	-1%	0%
CCCCCCCC1CC(CSc2ncn[nH]2)OC1=O (stereo unspecified)	-11%	2%	0%
COC(=O)c1cc2ccsc2n1CC(=O)NCC1CCCO1 (stereo unspecified)	10%	-5%	2%
CCc1cc2c(NC(Cc3ccccc3)C(=O)O)ncnc2s1 (stereo unspecified)	17%	-16%	·
CCCN1Cc2cccc(C(=O)NC3CCCC3)c2C1=O	-28%	-9%	3%
O=C(Nc1cccn2ncnc12)C(F)(F)F	-7%	1%	3%
CSc1nc2ccc(NS(=O)(=O)c3c(Cl)cccc3Cl)cc2s1	2%	-7%	2%
CCO[C@H]1OC(C(=O)NCc2ccccc2)=C[C@@H](c2cn(C(C)=O)c3ccccc23)[C@@H]1CCCO	?	0%	4%
O=[N+]([O-])c1nn(-c2ccccc2)n(O)c1=NCCc1ccccc1	15µM*	-2%	6%
CC1C(=O)CC2C3(C)CCC2(C(C)C(=O)O)C(=O)C13 (stereo unspecified)	-10%	-6%	·
O=C1CC(C(=O)NCCc2ccccc2)SC(=Nc2ccccc2)N1 (stereo unspecified)	-2%	-1%	8%
COc1ccc(CNC(=O)N2CCN(C(=O)c3ccccc3)CC2)cc1	?	2%	-2%
COc1ccccc1CNC(=O)C1CCCN(c2nn3cc(-c4ccc(F)cc4)nc3s2)C1 (stereo unspecified)	?	4%	5%
Cc1ccc(C)c(C(=O)CCC(=O)N2CCN(c3ncccn3)CC2)c1	?	-19%	·
CCN(CC)S(=O)(=O)c1ccc(NC(=O)c2c(-c3ccccc3)noc2C)cc1	?	-2%	-3%
COc1ccc(C(=O)N[C@H]2CCCCNC2=O)cc1OC1CCN(C(C)C)CC1	19%	0%	1%
Cc1cc[n+](-c2[nH]c(=O)sc2/C=N/NC(=O)c2ccccc2[O-])cc1C	7%	-4%	-3%
O=C1c2ccccc2C(=O)N1CCc1nc(-c2ccc(Cl)cc2)no1	3%	-9%	-1%
Cc1ccc2c(CN3CCCCC3C)cc(=O)oc2c1C (stereo unspecified)	?	-13%	·
O=C(Nc1ccccc1Cl)C(Cl)C(=O)c1ccccc1 (stereo unspecified)	13µM*	-4%	3%
COc1ccc2nc(/C=N/NC(=O)CCCCCNC(=O)OC(C)(C)C)ccc2c1	18µM*	-5%	3%
Cc1cc2nc3c(nc2cc1C)C(O)=C3O	?	2%	·
Cc1nc(SCn2nnc3ccccc3c2=O)c2c(C)c(C)sc2n1	·	-4%	-3%
Cc1cc(Br)ccc1NCc1ccccn1	-22%	-4%	-5%
COc1ccc(OC)c(S(=O)(=O)NCc2nc3nc(C)cc(C)n3n2)c1	6%	-9%	1%
Cc1cc(C(=O)COC(=O)C2=NNC(=O)CC2)c(C)n1-c1cccc(C(F)(F)F)c1	-8%	-12%	7%

Some of the entries above in another layout:
Value order: DT40 TDP1 no CPT	GCN5L2 inh	TDP1 block
- Cc1ccc2c(CN3CCCCC3C)cc(=O)oc2c1C (stereo unspecified)
→ ?	-13%	·
- O=C(Nc1ccccc1Cl)C(Cl)C(=O)c1ccccc1 (stereo unspecified)
→ 13µM*	-4%	3%

(list continues)
Compound	DT40 TDP1 no CPT	GCN5L2 inh	TDP1 block
COC(=O)Cn1cccc1C(=O)c1ccccc1	-5%	2%	-3%
C/C(=N\Nc1ccc2nncn2n1)c1ccco1	0%	-5%	8%
Nc1nc(SCC(=O)NC2CCCc3ccccc32)n[nH]1 (stereo unspecified)	-14%	-13%	5%
CCCCS(=O)(=O)N1CCC(C(=O)Oc2ccc(Cl)cc2)CC1	-4%	-17%	·
Cc1ccccc1Cn1c(=O)n(CCCCC(=O)NCc2ccccc2Cl)c(=O)c2ccccc21	?	-4%	1%
CN1CCN(c2nc3c(c(=O)[nH]c(=O)n3C)n2CCCSc2nnnn2-c2ccccc2)CC1	-11%	-7%	1%
CCOc1ccccc1NC(=O)CN1CCN(Cc2ccccc2)CC1	-15%	-2%	·
CCOC(=O)C1CCCN(C(=O)C2c3ccccc3Oc3ccccc32)C1 (stereo unspecified)	?	0%	3%
CCCn1c(SCC(=O)c2cc(C)ccc2C)n[nH]c1=O	-23%	-2%	5%
COc1cc(C(=O)NCc2ccc(F)cc2)cc(Cl)c1OC	-11%	-1%	-1%
O=C(Nc1ccc(N2CCOCC2)cc1)c1ccc(S(=O)(=O)N2CCCCC2)cc1	-5%	-8%	7%
CCn1c(COC(=O)CNC(=O)c2ccccc2)nc2cc(S(=O)(=O)N(C)C)ccc21	-16%	-2%	-13%
COc1ccc(C(=O)COc2ccc3ccc(=O)oc3c2)c(OC)c1	-14%	-6%	1%
O=C(O)COc1ccc(/C=N/NC(=O)C2CCCN2S(=O)(=O)c2ccc(Cl)cc2)cc1 (stereo unspecified)	-10%	0%	2%
CCOC(=O)CSC1=Nc2ccccc2C2=NC(CCC(=O)NCc3ccc(F)cc3)C(=O)N12 (stereo unspecified)	?	-2%	-1%
CCOC(=O)NC(=O)CSc1nc2ccc([N+](=O)[O-])cc2[nH]1	0%	-1%	5%
Cc1ccc(S(=O)(=O)c2nc(-c3ccccc3)oc2SCC(=O)NC2CCCCC2)cc1	11%	1%	3%
CCOC(=O)C1(Cc2cccc(OC)c2)CCN(Cc2ccccc2OC)CC1	?	3%	-5%
CN1CCN(c2ccc(S(=O)(=O)N3CCOCC3)cc2NC(=O)Cc2ccccc2F)CC1	-19%	-6%	0%
COc1ccccc1OCC(=O)NC1CC(C)(C)NC(C)(C)C1	1%	-3%	·
COc1cc(/C=N/NC(=O)c2ccoc2C)ccc1O	16%	-19%	2%
O=C(Nc1ccccc1N1CCOCC1)C1CCN(S(=O)(=O)c2ccc(F)cc2)CC1	-1%	1%	1%
CC1CCN(S(=O)(=O)c2cn(CC(=O)Nc3ccc(C#N)cc3)cn2)CC1	?	-2%	2%
CCc1nc(-c2cc(S(=O)(=O)N3CCN(c4ccc(OC)cc4)CC3)ccc2OC)no1	-8%	25µM*	0%
COc1nccnc1NS(=O)(=O)c1ccc(N=Cc2c(C)[nH]n(-c3ccc(Cl)cc3)c2=O)cc1	·	-7%	7%
O=C(OCC(=O)N1CCC(c2ccccc2)=N1)c1ccc(Cl)s1	-15%	-13%	-13%
CCOC(=O)c1[nH]c(C)c(CCC(=O)N2CCN(c3cc(Cl)ccc3C)CC2)c1C	23µM*	-13%	11%
O=c1[nH]cc(N(CCO)CCO)c(=O)[nH]1	-3%	0%	·
Cc1oc(-c2ccc(Cl)cc2)cc1C(=O)NC1CCN(Cc2ccccc2)CC1	?	-7%	0%
Cc1cc(C(=O)c2ccccc2)c(NC(=O)CN2CCOCC2)s1	-28%	-1%	3%
O=C(COC(=O)Cc1cccs1)Nc1ccccc1F	-4%	6%	2%
Cc1cccc(CN2C(=O)/C(=C\c3ccc(C(=O)NCCCN4CCN(C)CC4)cc3)Oc3ccccc32)c1	·	-15%	5%
COc1ccc(/C=C/C(=O)NCc2ccccn2)cc1OC	-3%	-9%	9%
COC(=O)c1cccc(-n2c(=O)n(Cc3ccccc3)c(=O)c3[nH]cnc32)c1C	-3%	30%	·
O=C(CN1C(=O)/C(=C\c2cccc(Cl)c2)Sc2ccccc21)NCCCN1CCOCC1	23µM*	-13%	2%
CCc1cccc(OCC(=O)Nc2ccc(S(=O)(=O)N3CCCC3)cc2)c1	-12%	-24%	1%
CCc1cc2c3c(c1)/C(=C1/SC(N)=NC1=O)C(=O)N3C(C)(C)C=C2C	2%	0%	-2%
COc1ccc(C(F)(F)F)cc1NC(=O)c1nc2nc(C)cc(C(F)F)n2n1	-12%	2%	3%
Cc1ccc(-n2c(=O)c3c(c4cc(C)ccc4n3C)n(CC(=O)NCc3ccccc3Cl)c2=O)cc1	-5%	-4%	6%
Cc1ccc(C(=O)NCc2ccco2)cc1	3%	-9%	3.2µM*

The list is partial (hit frequency here may not be typical).
